Tb hexokinase = Trypanosoma brucei hexokinase 1 inhibitors, primary screen, biochemical, G6PDH-coupled NADH absorbance, MLSCN library; inhibition, % at 10 µM; hexokinase 1 [Trypanosoma brucei]; 220,000 compounds, 0.11% hits; recombinant TbHK1, G6PDH-coupled NADH A340;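 active = inhibition of 50% or more in the single-dose primary screen; inactive = inhibition below 50%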
m-calpain inh = inhibitors of pig calpain II, primary screen, biochemical, fluorogenic peptide substrate, 1536-well; purified calpain II, 30 min; inhibition, % at 16 µM; 220,000 compounds, 0.37% hits;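 active = inhibition above about 50%, limit read from the data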
NCF1 inh = p47phox/p22phox peptide binding inhibitors, primary screen, biochemical, uHTS, NADPH oxidase regulatory subunit. 220,000 compounds, 0.53% hits. fluorescence polarization, 2 h. inhibition, % at 24.7 µM. AID 1274, 2008;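 active = inhibition above about 30%, limit read from the data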;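 also: 0% = p47phox with labelled peptide and 100% = labelled peptide alone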
RBBP9 inh = human RBBP9 inhibitors, primary screen, biochemical, fluorescence polarization, FP-Rh probe, HTS; Serine hydrolase RBBP9 (Homo sapiens), O75884; recombinant RBBP9; inhibition, % at 7.94 µM; 220,000 compounds, 0.2% hits; AID 1515, 2009;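 active = inhibition above the campaign mean of all tested compounds plus 3 SD, cut at about 14% in these data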;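 also: plate controls were DMSO wells with RBBP9 for no effect and wells lacking RBBP9 protein for full effect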
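System: RBBP9 protein / Quantity: 2.5 µM RBBP9 dispensing solution, before mixing / Also added: Serine-hydrolase probe FP-Rh, 375 nM pre-mixing / Dosing: 7.94 µM single dose, 0.794% DMSO / Timing: enzyme-compound preincubation 30 min, then probe labeling 45 min, 25 °C / Signal: FP readout at 525/598 nm / Controls: DMSO-treated enzyme wells and wells lacking RBBP9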
Runt-SMMHC FRET = inhibitors of RUNX1 Runt–CBFb-SMMHC binding, primary screen, biochemical, FRET, Cerulean-Runt, Venus-CBFb-SMMHC, uHTS; Runt-related transcription factor 1 (Homo sapiens) + Core-binding factor subunit beta …; Cerulean-Runt/Venus-CBFb-SMMHC FRET ratio 530/480, 1 h; inhibition, % at 20 µM; 220,000 compounds, 0.74% hits;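 active = mean inhibition across duplicate retests at 20 µM reaching about 50%, limit read from the data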;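 also: 0% = DMSO wells and 100% = wells with excess untagged CBFb-SMMHC; inhibitors lower the FRET ratio by blocking Runt binding to CBFb-SMMHC; some results filed as inactive read as strong as hits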
EBV gp42 block = Epstein-Barr virus gp42 inhibitors, primary screen, biochemical, uHTS, fluorescence polarization | 220,000 compounds, 0.42% hits | inhibition, % (tested at 21.74 µM) | Glycoprotein 42 (Epstein-Barr virus (strain AG876)), Q1HVG2 | Fluorescence polarization binding assay, mP read-out; in the data active = inhibition above about 50%
Target sequence (Q1HVG2 whole entry, looked up): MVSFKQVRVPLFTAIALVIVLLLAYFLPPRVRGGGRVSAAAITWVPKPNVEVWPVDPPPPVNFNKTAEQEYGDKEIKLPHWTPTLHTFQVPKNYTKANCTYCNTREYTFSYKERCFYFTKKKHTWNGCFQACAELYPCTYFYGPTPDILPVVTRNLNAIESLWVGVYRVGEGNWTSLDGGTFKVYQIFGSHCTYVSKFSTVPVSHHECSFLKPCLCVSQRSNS
p97 ATPase inh = inhibitors of human p97 ATPase, primary screen, biochemical | Transitional endoplasmic reticulum ATPase (Homo sapiens), P55072 | recombinant p97 ATPase, Kinase-Glo ATP luminescence, 3 h | 220,000 compounds, 0.42% hits | inhibition, % at 8 µM; in the data active = inhibition above about 15%;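 also: 0% = DMSO vehicle and 100% = wells lacking enzyme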
Target sequence (P55072 whole entry, looked up): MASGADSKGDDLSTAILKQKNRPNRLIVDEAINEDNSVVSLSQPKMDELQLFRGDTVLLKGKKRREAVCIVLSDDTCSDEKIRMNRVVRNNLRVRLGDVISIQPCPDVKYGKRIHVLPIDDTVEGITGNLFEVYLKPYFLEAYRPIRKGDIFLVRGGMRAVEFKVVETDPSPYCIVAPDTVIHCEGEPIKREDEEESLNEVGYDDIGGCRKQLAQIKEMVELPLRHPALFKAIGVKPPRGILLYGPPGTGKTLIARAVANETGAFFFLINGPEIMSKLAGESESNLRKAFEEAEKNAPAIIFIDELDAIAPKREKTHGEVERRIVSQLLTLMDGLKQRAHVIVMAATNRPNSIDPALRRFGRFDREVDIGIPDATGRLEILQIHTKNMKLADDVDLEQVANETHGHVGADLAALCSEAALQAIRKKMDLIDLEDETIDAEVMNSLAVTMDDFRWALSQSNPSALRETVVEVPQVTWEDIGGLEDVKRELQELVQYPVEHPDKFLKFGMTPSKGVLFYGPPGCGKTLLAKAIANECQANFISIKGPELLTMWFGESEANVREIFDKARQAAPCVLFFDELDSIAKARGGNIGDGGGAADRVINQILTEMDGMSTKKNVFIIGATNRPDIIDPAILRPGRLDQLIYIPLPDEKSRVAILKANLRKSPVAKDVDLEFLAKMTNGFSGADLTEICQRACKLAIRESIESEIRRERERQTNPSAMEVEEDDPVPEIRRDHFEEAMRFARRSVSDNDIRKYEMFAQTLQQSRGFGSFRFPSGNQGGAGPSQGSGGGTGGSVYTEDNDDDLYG
Runt-CBFb FRET = inhibitors of RUNX1 Runt–CBFb binding, primary screen, biochemical, FRET, Cerulean-Runt, Venus-CBFb, uHTS. 220,000 compounds, 0.46% hits. inhibition, % at 20 µM. AID 1496, 2009. Runt-related transcription factor 1 (Homo sapiens) + Core-binding factor subunit beta …. Cerulean-Runt/Venus-CBFb FRET ratio 530/480, 1 h;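 active = inhibition over about 50% at 20 µM in the single-dose screen, limit read from the data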;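 also: 0% = DMSO wells and 100% = excess unlabeled CBFb competitor control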
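test system = Cerulean-Runt domain fusion protein, energy donor | probe or stimulus = Venus-CBFb binding partner, 100 nM | incubation = two 1 h room-temperature incubations shielded from light | detection = fluorescence energy transfer, 422 nm excitation, 530/480 nm emission | measure = loss of energy transfer signal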
Furin inh = human furin inhibitors, primary screen, biochemical, fluorescence intensity | P09958 | purified furin, fluorogenic substrate cleavage | inhibition, % at 30 µM | 220,000 compounds, 0.061% hits | AID 463115, 2010; in the data active = inhibition above about 25%; also: inactives centre near -15
* = called active by the depositor; nt = not tested or not shown; [ ] = remark or other dose. An unsorted share of the library (roughly 2.7% active in at least one column).

SMILES | Tb hexokinase | m-calpain inh | NCF1 inh | RBBP9 inh | Runt-SMMHC FRET | EBV gp42 block | p97 ATPase inh | Runt-CBFb FRET | Furin inh
COCCCNC(=O)c1cc2c(=O)n(C)c3ccccc3c2n1C | -15 | -24 | -12 | 0 | 1 | -5 | 3 | 2 | -31
N#Cc1c(NC(=O)c2ccc(Br)o2)n(-c2ccccc2)c2nc3ccccc3nc12 | -9 | -179 | -17 | 7 | 81* | -2 | 47* | 38 | -23
COc1ccccc1OC(=O)c1ccc2nsnc2c1 | 3 | 9 | -6 | 4 | -7 | -7 | 2 | 2 | -24[20 µM]
O=C1c2[nH]nc(-c3ccccc3O)c2C(c2ccc(F)cc2)N1CC1CCCO1 (centres undefined) | -1 | -19 | -6 | 1 | 2 | 6 | -5 | -2 | -16
CCSc1nnc(CNC(=O)C23CC4CC(CC(C4)C2)C3)n1Cc1ccccc1 | -1 | 7 | -13 | -6 | 4 | -11 | 1 | -1 | -13
O=C(O)COc1ccc2c(c1)O/C(=C\c1cccs1)C2=O | -44 | -26 | -1 | -8 | 56* | -13 | 2 | 18 | -2
CCOc1ccc(CCNC(=O)CCS(=O)(=O)c2ccc(OC)cc2)cc1OCC | 0 | 3 | 1 | -8 | -1 | 5 | -4 | 1 | -26
CSC(=NC#N)N1CCN(c2ccc(Cl)cc2)CC1 | -9 | 9 | 6 | -1 | -1 | 11 | 0 | -2 | -18[20 µM]
CN1CCC=C(C(=O)N2c3ccccc3Sc3ccc(Cl)cc32)C1 | -4 | -16 | -11 | 1 | 4 | -21 | 4 | 1 | -28
CC(C)C(NS(=O)(=O)c1cccc2nsnc12)C(=O)Nc1nc2ccc(Cl)cc2s1 (centres undefined) | -7 | -8 | -10 | -9 | -2 | -7 | -4 | 1 | -14

Reformatted as tab-separated lines: entries from further up.
SMILES	Tb hexokinase	m-calpain inh	NCF1 inh	RBBP9 inh	Runt-SMMHC FRET	EBV gp42 block	p97 ATPase inh	Runt-CBFb FRET	Furin inh
CCOc1ccc(CCNC(=O)CCS(=O)(=O)c2ccc(OC)cc2)cc1OCC	0	3	1	-8	-1	5	-4	1	-26
CSC(=NC#N)N1CCN(c2ccc(Cl)cc2)CC1	-9	9	6	-1	-1	11	0	-2	-18[20 µM]
CN1CCC=C(C(=O)N2c3ccccc3Sc3ccc(Cl)cc32)C1	-4	-16	-11	1	4	-21	4	1	-28
CC(C)C(NS(=O)(=O)c1cccc2nsnc12)C(=O)Nc1nc2ccc(Cl)cc2s1 (centres undefined)	-7	-8	-10	-9	-2	-7	-4	1	-14

Further results follow:
SMILES | Tb hexokinase | m-calpain inh | NCF1 inh | RBBP9 inh | Runt-SMMHC FRET | EBV gp42 block | p97 ATPase inh | Runt-CBFb FRET | Furin inh
COn1c(-c2ccccc2)nc2ccc(Cl)cc21 | 6 | -23 | -11 | -4 | 2 | -7 | 0 | 1 | -26
CN1CCN(C(=O)c2ccc(-c3cccs3)s2)CC1 | -48 | -288 | 3 | 1 | 3 | -13 | -1 | 1 | -186
CC1(C)CC(=O)C2=C(C1)Nc1[nH]n(-c3ccccc3)c(=O)c1C2c1ccc2c(c1)OCO2 (centres undefined) | -23 | 17 | -1 | -7 | 0 | -7 | 3 | 1 | -22[20 µM]
COC(=O)c1cc(COc2ccc3c4c(c(=O)oc3c2)CCC4)c(C)o1 | 3 | -22 | -34 | 8 | 2 | 0 | 3 | 0 | -18[20 µM]
Cc1cc(-c2nn3c(C)nnc3s2)ccc1NC(=O)C(C)(C)C | -4 | nt | nt | -2 | nt | nt | -4 | nt | -17
COc1ccc(NC(=O)C2CCN(C(=O)c3cccs3)CC2)cc1 | 11 | -7 | -9 | -4 | -4 | -10 | 4 | 2 | -26[20 µM]
Cc1nn(C)cc1C(=O)Nc1cc(Oc2ccc(Cl)cc2)cc([N+](=O)[O-])c1 | -20 | -24 | -7 | -5 | -4 | -19 | 2 | -2 | -11[20 µM]
O=C(Cc1ccccc1Cl)Nc1cccc(S(=O)(=O)N2CCOCC2)c1 | 6 | -2 | 0 | -9 | 2 | -5 | 4 | 3 | -15
COc1ccccc1CNC(=O)CCCc1ccccc1 | -1 | 21 | -4 | -10 | 3 | -2 | -7 | -1 | -8
O=C(CN1CCc2ccccc2C1)N1CCN(S(=O)(=O)c2ccccc2)CC1 | 2 | 7 | -1 | 4 | 1 | -25 | 3 | -2 | -22
O=C(Cn1ncc2c(=O)oc3ccccc3c21)N1CCN(c2ccccn2)CC1 | 1 | -1 | -6 | -9 | 6 | -8 | 5 | -1 | -14
CC(C)[C@H](NS(=O)(=O)c1ccc2c(c1)OCCO2)C(=O)OCC(=O)Nc1cc(Cl)ccc1Cl | -2 | 27 | -15 | -6 | 2 | -1 | -3 | -1 | -15
Cc1ccc(OCCCSc2n[nH]c(N)n2)cc1 | -7 | -7 | 0 | 6 | 0 | -7 | 3 | 1 | -11
Cc1ccc(CNC(=O)C2CCN(S(=O)(=O)c3cnc[nH]3)CC2)cc1 | -6 | -12 | -4 | 1 | -1 | 2 | 2 | 0 | -20[20 µM]
COC(=O)C1=C(C)N(c2ccc(OC)c(OC)c2)C(=O)/C1=C\c1cccs1 | -15 | 8 | -13 | 1 | -3 | -17 | 1 | -1 | -14
CCOC(=O)c1[nH]c(=O)c2ccccc2c1O | -19 | -16 | -5 | -8 | -5 | -15 | 2 | 3 | -19[20 µM]
CC(=O)NC1C(OCc2cccc(Br)c2)OC(COC(C)=O)C(OC(C)=O)C1OC(C)=O (centres undefined) | 1 | 9 | 2 | -4 | 1 | 1 | 0 | 0 | -18
Nc1ccc(CN2CCOCC2)cc1 | -5 | -30 | 5 | -9 | -4 | -24 | 3 | -1 | -25
COc1ccc(C(CCN2CCCCC2)c2c(OC)cc(OC)c3c(-c4ccccc4)cc(=O)oc23)cc1 (centres undefined) | -12 | -27 | -14 | nt | -1 | -16 | nt | 0 | -17
Cc1cc(NC(=O)CN2CCCC(C)C2)n(-c2nc3ccccc3s2)n1 (centres undefined) | -4 | -18 | -13 | -3 | -2 | -10 | 0 | -3 | -5[20 µM]
CCC(N=c1cc(-c2ccc(OC)cc2)oc2ccc(C)cc12)C(=O)O (centres undefined) | -40 | -434 | -9 | 0 | 33 | -3 | 0 | 1 | -145
CC(C)(C)C(=O)NC1CCN(S(=O)(=O)c2cccc(C(F)(F)F)c2)CC1 | -5 | 14 | -5 | -10 | -2 | -2 | -4 | -4 | -11
Cc1ccc(S(=O)(=O)NC(C(=O)N2CCOCCOCCOCCOCC2)c2ccccc2)cc1 (centres undefined) | -4 | -24 | -6 | -7 | 3 | -24 | 1 | 0 | -30
O=C(O)CC1SC(=Nc2ccc(O)cc2)NC1=O (centres undefined) | -1 | -22 | -3 | -1 | 1 | 0 | 6 | 0 | -13
Cc1cc(C(=O)N/N=C/c2cccs2)no1 | -22 | 3 | 1 | -3 | -5 | -6 | -1 | 2 | -17
CN1CCC(=NNC(=O)c2ccco2)CC1 | -3 | -12 | -11 | -7 | -3 | -21 | 3 | 1 | -13[20 µM]
CCOC(=O)C1=C(c2ccccc2)O/C(=C(/C(=O)OC)C(F)(F)F)S1 | -13 | -1 | -5 | 2 | -3 | -16 | -3 | 0 | -10[20 µM]
O=C(COc1ccccc1)Nc1ccccc1NS(=O)(=O)c1cccs1 | 13 | 3 | -5 | -8 | -5 | 1 | 2 | -2 | -23
CC(C)(C)CC(=O)O/N=C(\N)c1ccncc1 | 7 | 5 | 11 | -8 | 0 | 4 | -4 | 2 | -8
Cc1n[nH]c(C)c1Sc1ccccc1N=Cc1cc(Cl)cc([N+](=O)[O-])c1O | 6 | -11 | -120 | -7 | -2 | 6 | 7 | 3 | -21[20 µM]
C=CCOn1c(=O)c(-c2ccccc2)[n+]([O-])c2ccccc21 | -14 | -49 | -6 | -3 | -2 | -4 | 6 | nt | -16
Cc1nn(-c2ccccc2)c(C)c1C(=O)OCC(=O)NCc1ccco1 | 1 | -11 | -8 | 0 | 3 | -12 | 0 | 4 | 6
C=C(C)COc1ccc(-c2[nH]ncc2-c2ccc(OC)c(OC)c2)c(O)c1 | 2 | 8 | -9 | -7 | -8 | -5 | 2 | 0 | -26
Cc1cccc(CSc2nnc(CCCCCNC(=O)OC(C)(C)C)o2)c1 | 1 | 31 | -5 | -6 | -2 | -8 | -9 | -2 | -13
Cc1ccc(N2CCN(CCc3nc4cc(NS(C)(=O)=O)ccc4n3C)CC2)cc1 | -6 | 12 | -13 | 0 | -1 | 0 | -2 | 1 | -17
CCOc1cc(CNCc2ccncc2)cc(Cl)c1OC | -2 | -14 | -2 | -4 | -3 | -9 | 1 | 1 | -21
Cc1nc2ccccc2n1-c1ccccc1 | 0 | 11 | 4 | -1 | 0 | -13 | 3 | -4 | -8
C/C(=N\NC(=O)c1ccc(N2CCCC2=O)cc1)c1ccncc1 | -13 | -13 | -6 | 0 | 0 | -21 | 6 | 1 | -13
CCOc1ccccc1NC(=O)C1CCN(S(=O)(=O)c2ccc(OC)c(OC)c2)CC1 | -1 | -28 | -19 | -1 | 1 | -12 | 3 | -2 | -16
CSCC[C@H](NC(=O)c1ccc(Cl)c(S(=O)(=O)N2CCCC2)c1)c1nc2ccccc2[nH]1 | -4 | -29 | -21 | 2 | 8 | -21 | 1 | -11 | -3[20 µM]
Cc1cc(NC(=O)c2cc(-c3cccs3)on2)no1 | 4 | 0 | -5 | -3 | -5 | -9 | 3 | -2 | -24
Cc1[nH]c2ccccc2c1/C=C/c1cc[n+](C)cc1 | -2 | -19 | -64 | -5 | -455 | -277 | 2 | -117 | 7[20 µM]
Cn1c(Cn2cnc(Cl)c2Cl)nc2ccccc21 | 1 | -25 | -19 | -3 | -1 | -9 | -4 | 0 | -1
CCCOc1ccc(C(=O)CCC(=O)OCC(=O)Nc2ccc(Oc3ccccc3)cc2)cc1 | -14 | -10 | -9 | -4 | -1 | -14 | 0 | -4 | -17
Cc1cccc(N(Cc2cc3ccccc3[nH]c2=O)S(C)(=O)=O)c1 | -9 | -27 | -17 | 0 | -3 | -16 | 3 | -10 | -25
COc1cc(NC(=O)Nc2cccc(C(C)=O)c2)cc(OC)c1OC | 1 | -7 | -17 | -1 | 0 | -9 | -5 | 2 | -3[20 µM]
Cc1cccc(C(=O)O/N=C(\N)c2ccc(Br)cc2)c1 | 2 | -32 | -15 | -5 | 1 | -10 | -3 | 1 | -15[20 µM]
COc1cccc(OCC(=O)Nc2ccccc2C(N)=O)c1 | 3 | 17 | -3 | -3 | -3 | -3 | 6 | -1 | -20[20 µM]
COc1ccc(CC2(CO)CCN(S(=O)(=O)c3c(C)nn(C)c3C)CC2)cc1 | -5 | 1 | -1 | -3 | -3 | -7 | -3 | 1 | -20

Compound activity (PubChem BioAssay)
